# S1P3 antagonist – S1P3 receptor antagonists, primary screen, cell-based; inhibition, % at 4.98 µM; AID 485, 2006; 170,000 compounds, 0.27% hits; CHO S1P3 NFAT-BLA reporter, FRET fluorescence, antagonist mode;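 active means inhibition above the plate cutoff, the mean inhibition of test wells on that plate plus 3 SD, cut at about 28% in these data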;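 further: cells challenged with S1P at its EC80 of 0.8 µM; blue over green emission ratio from cleaved BLA substrate after 4 h stimulation; 0% = S1P-stimulated wells and 100% = unstimulated DMSO-only wells; some compounds past the cut are filed as inactive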
# Target sequence (Q99500 whole entry, looked up): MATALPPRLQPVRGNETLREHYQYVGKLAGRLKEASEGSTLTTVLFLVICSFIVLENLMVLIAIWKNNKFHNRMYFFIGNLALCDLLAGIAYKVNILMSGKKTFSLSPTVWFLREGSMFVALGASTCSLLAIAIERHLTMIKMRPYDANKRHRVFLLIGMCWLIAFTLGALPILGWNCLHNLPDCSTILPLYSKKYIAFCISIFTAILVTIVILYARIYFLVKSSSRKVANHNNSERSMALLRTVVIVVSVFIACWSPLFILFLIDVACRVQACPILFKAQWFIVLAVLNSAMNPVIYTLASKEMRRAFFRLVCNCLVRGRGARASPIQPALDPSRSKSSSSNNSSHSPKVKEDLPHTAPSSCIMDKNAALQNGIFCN
# Starred values were filed as active, the others as inactive.
nr	S1P3 antagonist	canonical_smiles
1	1	COc1ccccc1NS(=O)(=O)c1cccc(NC(=O)c2[nH]c(C)c(C(C)=O)c2C)c1
2	-1	Cc1cc(C)c2c(=O)n(CC(=O)Nc3cccc(Cl)c3C)sc2n1
3	6	O=c1[nH][nH]c2ccccc2c1=O
4	20	CN(Cc1cccs1)C(=O)c1ccc(S(=O)(=O)N2CCCCC2)cc1
5	-22	COc1cc(-c2ccc(NC(C)=O)c(OC)c2)ccc1NC(C)=O
6	-5	Cc1ccsc1/C=N/Nc1ccc(Cl)nn1
7	-12	COc1cc(-c2[nH]ncc2CN2CCN(c3cccc(C)n3)CC2)cc(OC)c1OC
8	-1	Cc1ccc(/C=C2/SC(=S)N(c3ccc(S(=O)(=O)Nc4nccs4)cc3)C2=O)cc1
9	3	c1ccc(Sc2ncnc3ccccc23)cc1
10	7	O=C(NC(=O)c1c(F)cccc1F)O/N=C1\CCCc2occc21
11	8	O=[N+]([O-])c1ccc2[nH]c3nc4ccccc4nc3c2c1
12	16	Cc1cc(-c2ccccc2C(=O)NC2CCCCC2)on1
13	-6	CN(C)C(=O)CNc1n[nH]c(=S)[nH]c1=O
14	1	CC(=O)Nc1ccc(NC(=O)C2CC(=O)Nc3nc4ccccc4n32)cc1 (stereo unspecified)
15	-10	COC(=O)c1cnc(NNC(=O)c2ccc([N+](=O)[O-])cc2)nc1C(F)(F)F
16	-11	O=[N+]([O-])c1ccc(N2CCOCC2)cc1O
17	-7	CCOC(=O)c1ccc(NC(=S)Nc2cccc(N)n2)cc1
18	-7	Cc1ccc(NC(=O)c2ccc(Cl)cc2Cl)cc1O
19	-4	O=C(NCc1cccs1)C1CCN(S(=O)(=O)c2ccccc2F)CC1
20	-7	COC(=O)c1cc(NS(=O)(=O)c2ccc(NC(C)=O)cc2)ccc1Cl
21	0	CC/S(=N\S(=O)(=O)c1ccc(C)cc1)c1ccccc1 (stereo unspecified)
22	-10	O=C1NCCCC1C(=O)N/N=C/c1ccccc1[N+](=O)[O-] (stereo unspecified)
23	5	C=CCNC(=S)NCC=C
24	-8	Cc1ccc(OCC(=O)NC(=S)Nc2ccc(Br)cn2)cc1
25	-2	Cc1cc(C)c2c(C)[nH]nc2n1
26	-7	NC(=O)c1ccc(N2CCN(c3ncc(C(F)(F)F)cc3Cl)CC2)cc1
27	0	CC(C)Cc1csc(NC(=O)c2ccc(Br)cc2)c1C(=O)O
28	-8	COC(=O)c1sccc1N/C=C(\C#N)S(=O)(=O)C(C)(C)C
29	-2	Cc1ccc(C(=O)Cn2nnc3ccccc32)cc1[N+](=O)[O-]
30	-9	NC(CCCCCP(=O)(c1ccccc1)c1ccccc1)C(=O)O (stereo unspecified)
31	5	COc1cccc(Cl)c1NC(=O)N1CCN(c2ccnc3cc(Cl)ccc23)CC1
32	-2	O=C(Cn1nnc2ccccc21)c1ccc([N+](=O)[O-])cc1
33	-10	O=C(N=NC(=O)c1ccc2c(O)n(CC3CCCO3)c(O)c2c1)c1cccnc1 (stereo unspecified)
34	-12	O=C(Nc1ccc2ccccc2c1)c1ccc(Cl)cc1Cl
35	-14	CC(C)c1cc(CN2CCOCC2)cc(C(C)C)c1O
36	-20	O=C(O)CCCC(=O)Nc1ccc(-n2ccc(C(F)(F)F)n2)cc1
37	2	CCn1c(NCc2cc(Cl)ccc2O)nc2ccccc21
38	7	COc1ccc(S(=O)(=O)N2CCCCCC2)cc1C(=O)OC(C)C(N)=O (stereo unspecified)
39	-6	CCCCN(Cc1cc2cc(C)ccc2[nH]c1=O)C(=O)c1ccccn1
40	5	CNC(=O)c1c(NC(=O)c2cccc(N3C(=O)CCC3=O)c2)sc2c1CCC2
41	-5	O=C(O)COc1ccccc1/C=N/NC(=O)CNC(=O)c1ccc(F)cc1
42	-4	S=C(CN1CCCC1=S)NCCc1ccccc1
43	-7	Cc1ccnc(N/C=C(/NC(=O)c2ccccc2)C(=O)N/N=C\c2ccc(Cl)cc2)n1
44	0	CN(C)CCCNC(=O)c1ccc(=O)[nH]n1
45	5	O=C(NC(=O)c1c(Cl)cccc1Cl)Nc1ccc(Oc2cccnc2)nc1
46	4	O=[N+]([O-])c1cccc(-c2nc(-c3ccccn3)no2)c1
47	-2	CCc1ccc2[nH]c(O)c(N=NC3=NC(=O)CS3)c2c1
48	-8	CCCCC(CCC(=O)O)(C(=O)OCC)c1csc(Nc2ccc(OCC)cc2)n1 (stereo unspecified)
49	19	O=C(Nc1ccc(Br)cc1)Nc1ccccc1Cl
50	-5	Cc1nc(-c2nnc(SCC(=O)Nc3ccc(C(F)(F)F)cc3)n2C)cs1

# (list continues)
nr	S1P3 antagonist	canonical_smiles
51	-13	CCSc1nc2ccccc2c(=O)n1CCc1ccc(OC)c(OC)c1
52	-9	COC(=O)c1sccc1NC(=O)CC1C(=O)NCCN1C(=O)Nc1ccccc1 (stereo unspecified)
53	2	CCOC(=O)c1[nH]c2cc3c(cc2c1NC(=O)CN1CCCC1)OCO3
54	3	COc1ccc(NC2c3ccccc3C(=O)N2Cc2ccccc2Cl)cc1OC (stereo unspecified)
55	-17	COc1ccccc1/C=C(/C#N)C(=O)O
56	-13	O=C(Nc1cc(S(=O)(=O)N2CCCCC2)ccc1N1CCOCC1)c1cc(=O)[nH]c2ccccc12
57	2	Cn1c2c(c(=O)n3ncnc13)CCCC2
58	1	C/C(=N\NC(=O)c1ccc(OC2OCCOC2Oc2ccc(C(=O)N/N=C(\C)c3ccncc3)cc2)cc1)c1ccncc1 (stereo unspecified)
59	-9	CN(C)N=Nc1nc2c([nH]1)c(=O)n(C)c(=O)n2C
60	3	CCCN1C(=O)C2(C(C(=O)c3ccc(C)o3)=C(O)C(=O)N2CCCOC)c2ccccc21 (stereo unspecified)
61	-2	CNC(=S)N/N=C/c1ccc(-c2cccc(C(=O)O)c2)o1
62	-9	CSc1ccccc1NC(=O)CN1c2ccccc2CC1C (stereo unspecified)
63	16	Cc1ccc(S(=O)(=O)C2(C(=O)NCc3ccccc3Cl)CC2)cc1
64	7	c1ccc(COC(CN2CCCCCC2)CN2CCCCCC2)cc1
65	-8	COc1ccc(C(=O)O)cc1S(=O)(=O)NC(C)C
66	6	Cc1ccccc1Nc1nc(N)nc(CCl)n1
67	-17	O=C1Nc2c(c(=O)[nH]c(=O)n2-c2ccc(F)cc2)C1(NS(=O)(=O)c1ccccc1)C(F)(F)F (stereo unspecified)
68	-7	Cc1[nH]c2ccccc2c1NC(=O)CN1CCN(C(=O)c2ccco2)CC1
69	-22	O=C(c1cc2ccccc2oc1=O)N(Cc1ccc(F)cc1)C1CCS(=O)(=O)C1 (stereo unspecified)
70	-21	O=C(Nc1ccc(N2CCN(c3ccc(C(F)(F)F)cn3)CC2)nc1)c1cccs1
71	8	Cc1ccccc1CN1C(=O)CS/C1=N/N=C/c1ccco1
72	-9	COc1cc(OC)c(C2C(C#N)=C(C)NC(C)=C2C#N)c(C(=O)O)c1
73	-1	COC(=O)c1ccc(C(=O)OC)c(NC(=O)/C=C/C(=O)O)c1
74	3	CCCOC(=O)c1ccc(NC(=O)c2cc(=O)[nH]c3ccccc23)cc1
75	3	Cc1nn(-c2cc(C(F)(F)F)ccc2Cl)c2nc(C(Cl)(Cl)Cl)[nH]c(=O)c12
76	-6	CC(C)(C)OC(=O)N1CCC[C@H]1c1nnc(SCC(=O)Nc2cccc(Cl)c2)o1
77	9	O=C(CSc1nc2c(c(=O)n1-c1ccccc1)SCC2)NCC1CCCO1 (stereo unspecified)
78	3	Cc1cc(O)c(C(C)C)cc1NC(=O)Nc1cccc2ccccc12
79	-14	O=C(O)c1nn(CCSc2ccccc2F)c(=O)c2ccccc12
80	-6	COc1ccc(C2=NOC(CNC(=O)c3ccccc3Br)C2)c(OC)c1 (stereo unspecified)
81	-10	Cn1cnc([N+](=O)[O-])c1Cl
82	6	Cc1cc(C)nc(Nc2n[nH]c(-c3ccccc3N)n2)n1
83	-4	O=C(CSc1nc2ccccc2o1)N/N=C/c1ccc(O)c(O)c1
84	-2	O=C(O)C1C(C(=O)O)C1(c1ccccc1)c1ccccc1 (stereo unspecified)
85	-7	Fc1ccc(N2CN(Cc3cccnc3)CNC2=S)cc1
86	6	COc1ccc(/C=C/C(=O)Nc2nnc(C(C)C)s2)cc1OC
87	13	CC1(C)CC(=O)/C(=N/Nc2ccc(Cl)cc2)CO1
88	4	Cc1ccc(OS(=O)(=O)c2ccc(-c3csc(C)n3)s2)c(C)c1
89	2	C/C(=N\NC(=O)Cn1ccc(C(F)(F)F)n1)c1ccc(N2CCOCC2)cc1
90	5	COc1ccc(CNCCC(c2ccc(F)cc2)c2ccc(OC(C)C)cc2)cc1OC (stereo unspecified)
91	4	Cc1cc(C)cc(NC(=S)N2CCN(c3ncc(C(F)(F)F)cc3Cl)CC2)c1
92	0	COc1ccc(-c2nnc3ccc(SCC(=O)N4CCN(c5ccccc5)CC4)nn23)cc1
93	-2	O=S(=O)(Oc1ccc(Cl)cc1)c1cccc2cccnc12
94	-15	Cc1onc(-c2c(Cl)cccc2Cl)c1/C(N)=N/OC(=O)C(C)(C)C
95	31*	COc1cc(/C=C2\SC(=O)N(c3ccc(O)cc3)C2=O)cc(OC)c1OC
96	-20	CCCCc1nnc(NC(=O)COc2ccc3c(C)cc(=O)oc3c2)s1
97	-14	CC(C)=NN1C(=O)c2ccccc2NC1(C)C
98	8	Cc1ccc(C)c(OCC(=O)O/N=C(\N)c2cccc([N+](=O)[O-])c2)c1
99	4	Oc1ccccc1-c1cc(C(F)(F)F)[nH]n1
100	-6	COc1ccc(C(=O)/C=C/c2cc(C(=O)O)cc3c2OCOC3)c(O)c1

# Next section.
nr	S1P3 antagonist	canonical_smiles
101	-5	N#C/C(=C\c1cccs1)C(=O)c1ccccc1
102	4	Cc1ccc(S(=O)(=O)N(C)C)cc1NC(=O)Nc1ccccc1
103	-17	CCC1CCCCN1c1nc2c(c(=O)n(C)c(=O)n2C)n1CCSc1nc2ccccc2o1 (stereo unspecified)
104	-1	O=C(N/N=C/C(Br)=C/c1ccccc1)C(O)c1ccccc1 (stereo unspecified)
105	15	CCCCc1ccc(NC(=O)c2ccc(N(C)S(C)(=O)=O)cc2)cc1
106	-8	Cc1ccc(S(=O)(=O)Nc2nc3ccccc3nc2NCC2CCCO2)cc1 (stereo unspecified)
107	15	COc1cc(/C=C(\C#N)c2nc3ccccc3o2)ccc1O
108	-6	CN(C)CCCNC(=S)Nc1ccc(-c2ccccc2)cc1
109	2	CC1(C)C2CCC(C2)C1C/C=N/NC(N)=S (stereo unspecified)
110	-15	Cc1cnc(NC(=O)c2c(-c3ccccc3)noc2C)s1
111	-9	NS(=O)(=O)c1ccc(CCNC(=O)C(=O)C2C(=O)Nc3ccccc32)cc1 (stereo unspecified)
112	7	O=C1CCC/C(=N/NC(=O)c2cc(NS(=O)(=O)c3cccs3)cc(NS(=O)(=O)c3cccs3)c2)C1
113	-1	Cc1nc(C(=O)NNC(=O)c2ccccc2Cl)c(C(F)(F)F)o1
114	2	COC(=O)c1ccccc1-c1ccc(/C=N/NC(N)=O)o1
115	22	COc1ccc(C2c3c(oc4ccc(Cl)cc4c3=O)C(=O)N2CCN2CCOCC2)cc1 (stereo unspecified)
116	15	NC(=O)c1ccc(NC(=O)CSc2nnc(-c3ccncc3)n2Cc2ccco2)cc1
117	-8	CC(/C=N/NC(=O)c1cnccn1)=C\c1ccco1
118	8	O=C(Nc1ccccc1Cl)Nc1ccccc1Cl
119	-5	Cc1ccnc2nc(C(=O)Nc3ccc(S(=O)(=O)N4CCCC4)cc3)nn12
120	8	Fc1cc(NC(=S)NCc2ccc(CNC(=S)Nc3ccc(Cl)c(F)c3)cc2)ccc1Cl
121	-3	NS(=O)(=O)c1ccc(CNS(=O)(=O)c2cccc3nonc23)cc1
122	13	Cc1ccc(C2=NN3C(=O)c4ccccc4C3C2)cc1 (stereo unspecified)
123	-8	COc1cc(OC)c(OC)cc1/C=N/NC(=O)CCc1c(C)n[nH]c1C
124	2	O=C(CC(=O)Nc1nc(C23CC4CC(CC(C4)C2)C3)cs1)NCCO
125	1	CCCn1c2c(c(=N)c3c1CCC3)CCC2
126	14	Nc1cccc(/C=C/C(=O)O)c1
127	1	CCCCOc1ccc(C2CCC(C(C)=O)C(C)C2)cc1 (stereo unspecified)
128	-2	CCOC(=O)c1c2c([nH]c(=S)c1C#N)CCCC2
129	-7	O=C(Nc1ccc(N2CCOCC2)c(S(=O)(=O)Nc2cc(Cl)ccc2Cl)c1)c1cccnc1
130	-6	O=C(Cn1cc(/C=N/NC(=O)c2cccc3ccccc23)c2ccccc21)Nc1ccc(F)cc1
131	11	CCN(CC)S(=O)(=O)c1ccc(/C=C/C(=O)Nc2ccc(N3CCOCC3)cc2)cc1
132	12	Cc1nc(-c2ccncc2)nc(NCCNc2ncccc2C(F)(F)F)c1Cl
133	-4	O=C(O)c1ccc(-n2c(O)c(C=C3N=c4ccccc4=N3)sc2=S)cc1
134	-10	CC(/C=C/C=C/c1ccccc1)=N/NC(=O)c1ccc2c(c1)OCCO2
135	-8	CNC(=O)NC(=O)C(C)OC(=O)c1ccc(Cl)c(S(=O)(=O)Nc2ccc(F)cc2)c1 (stereo unspecified)
136	-5	N#C/C(=C\Nc1ccc(Cl)cn1)S(=O)(=O)c1ccccc1
137	17	CC(C)(C)c1ccc(C(=O)N2CCCN(c3ccc([N+](=O)[O-])cn3)CC2)cc1
138	8	COc1ccc(CC(=O)N/N=C/c2c(C)n(C)c3ccccc23)cc1OC

# Some of the compounds tested, so the mix of outcomes need not match the whole.
